# KOR beta-arrestin-1: KOR antagonists, beta-arrestin recruitment, cell-based, luminescence, uHTS (AID 1778); KOR beta-arrestin recruitment, luminescence, antagonist mode; higher % means a stronger effect; inhibition, % at 10 µM; hits with a dose series show IC50 in µM; hit rate 0.091% among 290,000; in the data active means inhibition above about 50%; further: strong numbers were not always called active
# GPR55 beta-arrestin: GPR55 agonists via beta-arrestin recruitment, primary screen, imaging, U2OS cells, beta-arrestin-GFP redistribution (AID 1961) | G-protein coupled receptor 55 (Homo sapiens) | U2OS GPR55 beta-arrestin-GFP redistribution imaging; higher % means a stronger effect | activation, % at 10 µM, or EC50 in µM where a hit was titrated | hit rate 0.048% among 290,000;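 active means activation above 40% with more than 50 cells counted in the well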;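 further: U2OS osteosarcoma cells stably expressing GPR55 and beta-arrestin-GFP; plate controls were DMSO negative control for no effect and LPI positive control for full effect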
# AID2073: inhibitors of Mint1-CaV2.2 protein interaction, biochemical, HTRF (AID 2073); Voltage-dependent N-type calcium channel subunit alpha-1B (Homo sapiens); HTRF protein-protein interaction, Mint1-CaV2.2; higher % means a stronger effect; one-dose inhibition, % at 20 µM; IC50 in µM for titrated hits; hit rate 0.19% among 290,000; in the data active means inhibition mostly above about 51%, no sharp cut-off; further: some results filed as inactive read as strong as hits
# GPR55 antagonists: GPR55 antagonists blocking LPI-driven arrestin recruitment, primary screen, imaging, U2OS, beta-arrestin-GFP, LPI agonist (AID 2013) | one-dose inhibition, % at 10 µM; IC50 in µM for titrated hits | hit rate 0.13% among 290,000 | U2OS GPR55 beta-arrestin-GFP translocation imaging, LPI antagonism; higher % means a stronger effect;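 active means spots per cell inhibited over 60%, with over 100 cells counted and total cytoplasm intensity under 500,000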;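 further: U2OS cells stably carrying GPR55 and arrestin-GFP stimulated by 5 µM LPI near EC80; imaged beta-arrestin-GFP aggregate spots per cell after agonist stimulation; plate controls were LPI-stimulated DMSO wells for no effect and DMSO wells without LPI for full effect; some results filed as inactive read as strong as hits; confirmed hits need IC50 under 10 µM and bright autofluorescent wells are also inconclusive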
# GPR35 arrestin U2OS: GPR35 antagonists blocking zaprinast-driven arrestin recruitment, primary screen, imaging, U2OS, beta-arrestin-GFP, zaprinast agonist (AID 2058); hit rate 0.052% among 290,000; inhibition, % at 10 µM, or IC50 in µM where a hit was titrated; U2OS GPR35 beta-arrestin-GFP translocation imaging, zaprinast antagonism; higher % means a stronger effect; G-protein coupled receptor 35 (Homo sapiens);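 active means inhibition of at least 50% with at least 30 cells and total cytoplasm GFP at most 10,000,000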
# HIV peptide binding: inhibitors of HIV fusion peptide binding, primary screen, biochemical, uHTS, fluorescence dequenching (AID 1986) | cell-free peptide binding, fluorescence dequenching, 30 min; higher % means a stronger effect | inhibition, % at 20 µM, or IC50 in µM where a hit was titrated | hit rate 0.3% among 290,000; in the data active means inhibition mostly above about 52%, no sharp cut-off; inactive means mostly below about 76%; further: some results filed as inactive read as strong as hits
# KOR beta-arrestin-2: KOR agonists, beta-arrestin recruitment, primary screen, cell-based, luminescence, uHTS (AID 1777) | hit rate 0.02% among 280,000 | KOR beta-arrestin recruitment, luminescence; higher % means a stronger effect | activation, % at 10 µM, or EC50 in µM where a hit was titrated; in the data active means activation above about 50%, passing the limit was not always enough; further: a part of the inactive calls stands beside numbers as strong as those of hits
# Siah-1 displacement: Siah-1 peptide-binding antagonists, primary screen, biochemical, fluorescence polarization, rhodamine-plectin, uHTS (AID 1817); E3 ubiquitin-protein ligase SIAH1 (Homo sapiens); Siah-1 / rhodamine-plectin peptide fluorescence polarization; higher % means a stronger effect; displacement, % at 20 µM; hits with a dose series show IC50 in µM; hit rate 0.02% among 290,000;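 active means displacement of at least 50% at 20 µM, with a fluorescence ratio check between 0.3 and a set limit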;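 further: plate controls were Siah plus tracer with DMSO for no effect and tracer alone without Siah for full effect; strong numbers were not always called active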
# NOD1 NF-kB reporter: NOD1 signaling inhibitors, primary screen, cell-based, luminescence, uHTS (AID 1578); one-dose inhibition, % at 4 µM; EC50 in µM for titrated hits; NOD1-driven NF-kB luciferase reporter cells, luminescence; higher % means a stronger effect; hit rate 1% among 290,000; in the data active means inhibition mostly above about 36%, no sharp cut-off; inactive means mostly below about 34%;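 further: HEK-293T reporter cells stimulated with the NOD1 agonist gamma-tri-DAP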
# The depositor's hits bear a star; . = not tested or not shown; [ ] = another dose, or the depositor's remark.
SMILES,KOR beta-arrestin-1,GPR55 beta-arrestin,AID2073,GPR55 antagonists,GPR35 arrestin U2OS,HIV peptide binding,KOR beta-arrestin-2,Siah-1 displacement,NOD1 NF-kB reporter
O=C(NCc1ccc(F)cc1)c1ccc(NC(=O)C2CCCO2)cc1 (configuration not stated),-42%,-0.1%,14%,11%,4%,0.8%,-0.4%,5%,-17%
CSc1ccc(CN(C)C(C)C(=O)NCc2ccccc2)cc1 (configuration not stated),-24%,-0.3%,35%,11%,14%,0.4%,-1.5%,0%,-33%
CC(=O)Oc1ccc(C(=O)Nc2cc(NC(=O)c3ccc(OC(C)=O)cc3)cc(C(=O)NC(C)(C)C)c2)cc1,-12%,0.2%,10%,4%,-18%,4.9%,2.7%,-5%,-46%
O=c1cc(CSCc2ccc(Cl)cc2)[nH]c(=O)[nH]1,.,-0.6%,6%,7%,2%,-0.2%,-1.1%,-5%,-14%
Cc1ccccc1C(=O)N(C)c1ccccc1C(=O)NCc1ccccc1,-12%,0.3%,-4%,4%,-20%,0.4%,1.4%,12%,-31%
O=C(COC(=O)CCc1nc2ccccc2s1)Nc1ncc(Cl)cc1Cl,-31%,-0.3%,12%,0%,-16%,4.1%,-2.6%,0%,-19%
CCN(CC)C(=O)C1CCCN(C(=O)c2oc3ccc(C)cc3c2C)C1 (configuration not stated),20%,0.0%,2%,11%,-8%,-0.8%,-0.5%,4%,-10%
O=C(COc1ccc2ccccc2c1Br)NNC(=O)Nc1ccccc1,-17%,-0.1%,35%,-2%,2%,4.8%,-2.0%,3%,-22%
O=C(Nc1ccc(S(=O)(=O)Nc2ccccn2)cc1)c1cccc(Cl)c1,6%,0.2%,25%,13%,4%,0.6%,-2.0%,11%,5%
CC(=O)c1c(C)nc(-c2ccc(Cl)cc2)nc1N,24%,-0.2%,-9%,8%,9%,-2.3%,-3.5%,-7%,-2%
CC/C(=N\n1nnnc1Nc1ccccc1)c1ccccc1,2%,0.3%,8%,-4%,-7%,-0.1%,-4.3%,10%,-6%
CCOC(=O)C1CCCN(C(=O)c2ccc3oc(Cc4ccccc4)nc3c2)C1 (configuration not stated),2%,0.3%,-14%,12%,-11%,2.6%,3.1%,-4%,-45%
Cc1c(C(=O)NC2=NCCS2)cccc1[N+](=O)[O-],-10%,0.0%,9%,5%,9%,0.2%,3.2%,-6%,-6%
Cc1c(/C=N/N=C2\CCC3C4CCc5cc(O)ccc5C4CCC23C)cnn1C (configuration not stated),-14%,-0.2%,9%,7%,8%,-3.0%,2.4%,0%,2%
O=C(NCCSCc1ccco1)Nc1ccc(Cl)cc1,-15%,0.2%,20%,6%,6%,0.7%,4.8%,2%,-35%
COc1ccc(/C=C(\C#N)C(=O)OCC(=O)NC2CC2)cc1,-14%,-0.2%,7%,-8%,1%,0.7%,-0.8%,10%,-38%
CCC(C)c1ccc(OCCn2cc(/C=N/NC(=O)CSc3nnc(C)s3)c3ccccc32)cc1 (configuration not stated),-6%,-0.1%,14%,-2%,-6%,-2.1%,8.6%,-8%,22%
c1ccc2[nH]c(NCCCN3CCOCC3)nc2c1,15%,-0.3%,-8%,16%,22%,-1.8%,-1.8%,1%,-4%
COc1ccc2sc(NC(=O)CC(C)C)nc2c1,46%,-0.2%,25%,4%,-3%,-1.7%,7.9%,-4%,-67%
NS(=O)(=O)c1cccc(NC(=O)c2cccnc2Oc2ccccc2)c1,-6%,0.0%,8%,4%,3%,-2.1%,-5.3%,2%,-7%
Nc1nnc(SCC(=O)OCC(=O)Nc2ccccc2F)s1,-4%,-0.5%,6%,16%,-19%,0.4%,0.2%,3%,-22%
O=C(Nc1ccc(-c2cn3ccccc3n2)cc1)c1cccs1,-8%,0.7%,5%,12%,-2%,0.9%,-1.7%,5%,-22%
COc1ccc(C(CC(=O)c2ccccc2)CC(=O)c2ccccc2)cc1OC,-13%[20 µM],0.2%,-12%,3%,14%,1.2%,1.0%,1%,-7%
O=C(Nc1ccccn1)c1c(O)c2cccc3c2n(c1=O)CCC3,34%,0.2%,-13%,3%,0%,-1.0%,6.6%,4%,-30%
Cc1cccc(-c2cc3nc(C)cc(NCCCn4ccnc4)n3n2)c1,-17%,-0.1%,7%,-6%,-5%,1.0%,2.1%,-1%,-56%
O=C(NCc1cccc(Cl)c1)C1CCC(=O)N(CCN2CCOCC2)C1 (configuration not stated),-11%,-0.1%,10%,10%,-4%,0.1%,3.6%,1%,-30%
CCOC(=O)c1cc2sc(C)cc2n1CC(=O)NCCc1ccccc1,-30%,-0.2%,2%,12%,5%,-3.1%,3.7%,3%,-25%
CSCCC(NC(=O)c1ccccc1)C(=O)N/N=C(\C)Cc1ccccc1 (configuration not stated),-22%,0.7%,-5%,-14%,-9%,-0.8%,2.4%,4%,-29%
CC(C)Oc1cccc(C(=O)Nc2ccc(Br)cc2F)c1,2%,0.2%,3%,-16%,0%,-0.9%,4.6%,-4%,-27%
COc1ccc(C2/C(=C(\O)c3cc(C)ccc3C)C(=O)C(=O)N2CCN(C)C)cc1OC (configuration not stated),14%,-0.1%,18%,-17%,6%,-0.3%,0.5%,3%,-10%
O=C(COC(=O)c1ccc(O)cc1)Nc1cccc(S(=O)(=O)N2CCCCC2)c1,-8%,0.9%,15%,6%,-6%,-2.8%,3.1%,-3%,13%
O=C(/C=C/c1ccccc1)OCCN1C(=O)c2ccccc2C1=O,16%,-0.2%,1%,1%,5%,1.0%,-2.9%,5%,-10%
CCOC(=O)CN(C)Cc1cn(C)nc1-c1ccc(Oc2ccccc2)cc1,-14%,0.5%,8%,2%,9%,0.8%,1.2%,0%,5%
COc1ccccc1/C=N/NC(=O)c1cccc(OC(F)(F)C(F)F)c1,-36%,-0.2%,10%,-2%,-12%,0.7%,0.7%,0%,-18%
O=c1c2c([nH]c3ccc(Br)cc13)CCCC2,15%,-0.2%,2%,4%,5%,2.6%,-1.3%,2%,15%
Cc1csc(NC(=O)CSc2ccc(-c3ccc(F)cc3)nn2)n1,4%,0.5%,-5%,19%,11%,-0.1%,-2.3%,6%,-15%
Cc1nn(Cc2ccccc2)c(C)c1NC(=O)c1cc(-c2ccc3c(c2)OCO3)on1,-10%,-0.1%,15%,14%,10%,-1.1%,3.6%,4%,-43%
COC(=O)c1ccccc1S(=O)(=O)N(Cc1ccco1)Cc1cc2cc(OC)ccc2[nH]c1=O,-50%,-0.1%,32%,12%,-5%,7.8%,-7.7%,4%,-22%
CCSc1nc(CC)c2c(c1C#N)CCCC2,-29%,-0.2%,12%,7%,5%,-1.7%,2.2%,-3%,-15%
O=C(c1ccccc1)c1cnc(-c2ccccc2)s1,4%,-0.3%,-11%,-2%,-10%,-1.4%,-4.5%,13%,-47%
COc1cc(NC(=S)Nc2ncccc2C)cc(OC)c1OC,0%[20 µM],-0.1%,8%,-6%,-7%,-4.2%,-4.8%,-1%,-32%
Nc1nc(-c2ccccc2)c(N=Nc2ccc(Cl)cc2)s1,26%,-0.3%,27%,2%,9%,0.3%,-1.3%,1%,14%
O=C(O)c1c(-c2ccccc2)c2oc3ccccc3c2[nH]c1=O,-44%,-0.1%,4%,-11%,8%,-0.6%,4.6%,2%,-20%
CCC(CC)NC(=O)CO/N=C/c1ccc(Cl)cc1Cl,-18%,-0.2%,-1%,4%,5%,-2.3%,-2.7%,1%,-22%
S=C(Nc1cccnc1)Nc1ccccc1Br,11%[20 µM],0.8%,-7%,10%,-12%,0.2%,-3.5%,5%,-23%
Cc1cc(C)c(S(N)(=O)=O)c(C)c1-n1cnnn1,12%,-0.1%,22%,17%,-4%,2.7%,-0.7%,2%,2%
CCN(CC(=O)Nc1ccc2c(c1)OCCO2)S(=O)(=O)c1ccc(C)cc1,-12%,0.0%,-5%,5%,-12%,5.2%,0.9%,4%,-18%
O=C(O)c1ccccc1C(=O)Nc1ccccc1[N+](=O)[O-],32%,-0.1%,3%,5%,9%,-0.7%,1.3%,-3%,-4%
COc1ccc(NS(=O)(=O)c2cc(NC(=O)C3CCCO3)ccc2N2CCCCC2)cc1 (configuration not stated),-17%,0.1%,16%,-6%,-12%,0.4%,-2.9%,-1%,-22%
CC(=O)Oc1c(-c2ccco2)oc2ccccc2c1=O,8%,-0.3%,9%,9%,-15%,-1.1%,-4.7%,0%,-28%
CC(C)(O)C#Cc1ccc(CN2CCN(Cc3ccccc3)C(CCO)C2)cc1 (configuration not stated),14%,-0.3%,12%,17%,-3%,-0.4%,-1.1%,2%,2%
Cc1ccc(NS(=O)(=O)c2ccc3[nH]c(=O)[nH]c3c2)c(C)c1,-8%[20 µM],0.3%,34%,7%,15%,-2.3%,-6.9%,3%,-12%
CCNC(=S)N1CCC(NC(=O)C2CCCCC2)CC1,11%,-0.1%,-2%,.,-8%,2.2%,0.6%,-2%,-19%
N#Cc1c(NC(=O)C2CC(c3ccccc3O)=NO2)sc2c1CCC2 (configuration not stated),-10%,-0.4%,-14%,16%,-9%,1.6%,-4.0%,8%,-5%
Cn1c(-c2ccccc2)cnc1NCc1ccccc1,-56%[20 µM],0.0%,7%,-12%,-5%,-0.3%,-0.7%,4%,-31%
CCN(CC)S(=O)(=O)c1ccc2c(c1)N(CC(=O)N(CCc1ccncc1)C(C)C)C(=O)CO2,8%,0.1%,0%,5%,9%,-1.1%,2.1%,3%,-16%
CC(OC(=O)C1CCN(c2ccc(C(F)(F)F)cn2)CC1)C(=O)Nc1ccc(S(N)(=O)=O)cc1 (configuration not stated),-7%,0.0%,16%,9%,2%,6.3%,-0.5%,4%,-38%
C/C(CC(=O)Nc1ccc(C)c(Cl)c1)=N\NC(=O)c1ccncc1,-13%,0.0%,3%,-15%,0%,-1.6%,-5.6%,-6%,-38%

# Part of the list above, with two lines to a compound:
# Screens in order: KOR beta-arrestin-1	GPR55 beta-arrestin	AID2073	GPR55 antagonists	GPR35 arrestin U2OS	HIV peptide binding	KOR beta-arrestin-2	Siah-1 displacement	NOD1 NF-kB reporter
> CC(OC(=O)C1CCN(c2ccc(C(F)(F)F)cn2)CC1)C(=O)Nc1ccc(S(N)(=O)=O)cc1 (configuration not stated)
    -7%	0.0%	16%	9%	2%	6.3%	-0.5%	4%	-38%
> C/C(CC(=O)Nc1ccc(C)c(Cl)c1)=N\NC(=O)c1ccncc1
    -13%	0.0%	3%	-15%	0%	-1.6%	-5.6%	-6%	-38%

# These rows are one share of the data (hit frequency here may not be typical).
